# Screens as filed in PubChem.
# MmCpn inh: M. maripaludis TRiC chaperonin inhibition; purified Mm-Cpn ATPase, ADP Transcreener TR-FRET; Potency, µM (doses to about 76.9 µM), inactives show at the highest dose activity, negative = inhibition, usual class: inhibitors; hit rate 0.031% among 330,000; further: potency means the concentration at half of the fitted maximal effect; on the % scale 0 is the no-effect control and ±100 the full control effect; nearly all actives have a fitted effect of over 80% in size
#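 TR-FRET (320 nm excitation; 590 and 665 nm emission) reports ADP made from 10 uM ATP by 25 nM enzyme; compounds were preincubated 10 min, reaction run 30 min, both at 37°C.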
# TGFb SMAD3 inh: TGF-b pathway inhibition | HepG2 CAGA-GFP TGF-b/SMAD3 reporter, GFP fluorescence, 18 h; TGF-beta stimulated, 500 pg/mL final | Potency, µM (highest dose often 46.1 µM), without a hit: at the top dose activity, negative = inhibition, most hits filed as inhibitors | hit rate 1.2% among 410,000 | AID 588855; further: potency means the concentration at half of the fitted maximal effect; on the % scale 0 is the no-effect control and ±100 the full control effect; nearly all actives have a fitted effect of over 65% in size
#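 HEPG2 CAGA-GFP, 1000 cells/well; 2 h settle, 37 C; cpd via pin tool; TGF-b 500 pg/mL final; 18 h, 37 C; GFP imaging ex488/em500-530; %Activity normalised to -TGF-b and +DMSO controls; CRC fit, curve class.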
# Nrf2 block: blocks Nrf2 signaling. Potency, µM (top dose mostly 46 µM), without a hit: at the top dose activity change, negative = inhibition, actives largely listed as inhibitors. hit rate 2.1% among 360,000. A549 ARE-Fluc reporter, luciferase luminescence, 18-24 h; further: potency means the concentration at half of the fitted maximal effect; on the % scale 0 is the no-effect control and ±100 the full control effect; nearly all actives have a fitted effect of over 60% in size
#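 Concentration-response testing used A549 ARE_Fluc cells at 5000 cells/well. Following an 18-24 h compound incubation, viability was read by fluorescence (Ex 405/Em 525) and luciferase output by luminescence.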
# HepG2 viability: counter-screen for TGF-b inhibitors: cytotoxicity in HepG2 cells. HepG2 CAGA-GFP viability, ATP luminescence, 18 h. Potency, µM (titrated, usually from 46.1 µM), for the others: top-dose activity change, negative = cytotoxicity, usual class: cytotoxic. hit rate 0.76% among 410,000. AID 588856; further: potency means the concentration at half of the fitted maximal effect; some results filed as inactive show a strong effect at the top dose
#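 CellTiter-Glo luminescence gave cytotoxicity after 18 hours at 37 degrees C. The cells were HepG2 CAGA-GFP in 1% FBS DMEM, stimulated with 500 pg/mL TGF-beta after compound addition. %Activity was normalised to no-cell wells (complete cell-killing) and DMSO (no toxicity), and curves were fitted and classified.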
# S2 tox: reduces viability in counter-screen for ATXN expression inhibitors | S2 cells (HEK-293 line with an ATXN2-luciferase reporter) viability, CellTiter-Fluor protease fluorescence, 24 h | Potency, µM (top dose mostly 56.7 µM), most hits filed as cytotoxic | hit rate 0.49% among 400,000 | AID 651635; further: potency means the concentration at half of the fitted maximal effect; nearly all actives have a fitted effect of over 40% in size
# pAkt inh: inhibitors of Akt phosphorylation; Neuro2A IGF-stimulated pAkt S473 HTRF, 20 min; hits give low values; activity change, % for hits at 50 µM; hit rate 0.32% among 360,000; AID 651550; in the data active means activity change below about -80%; inconclusive means mostly about -51% to -80%; further: on the % scale 0 is the no-effect control and ±100 the full control effect
#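 Neuro2A cells (4,500/well, DMEM with 0.5% FBS) were treated with compound at a single 50 µM final concentration, stimulated with 6 nM IGF for 20 min at 37 °C, and lysed. Phospho-Akt Ser473 was read by HTRF as 665/615 ratio ×10^4.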
# Nrf2 ARE act: activators of Nrf2 (ARE) signaling. AREc32 ARE-luciferase reporter (MCF7-derived line), luminescence, 24 h. Potency, µM (titrated, usually from 46.1 µM), without a hit: at the top dose activation, most hits filed as activators. hit rate 0.31% among 410,000. AID 624171; further: potency means the concentration at half of the fitted maximal effect; % of control where 0% means no effect; nearly all actives have a fitted effect of over 65% in size
#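 Reporter line AREc32 (ARE-Fluc), seeded overnight in OPTI-MEM with 5% FBS; compound pin-transferred, 24 hr at 37 deg C, 5% CO2; luminescent read-out.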
# CCT modulator: modulators of cytosolic chaperonin (CCT/TRiC) activity | purified chaperonin ATPase assay, HTRF ADP detection, 30 min | activity change, % (test concentration not listed), hits read low | hit rate 0.3% among 360,000 | AID 651819; in the data active means activity change below about -30%; further: on the % scale 0 is the no-effect control and ±100 the full control effect
#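 First, chaperonin was dispensed at 40 nM or 20 nM final depending on batch activity. Next, compounds were pinned at 76 uM and ATP added at 10 uM. After 30 min at 37 °C, ADP detection reagents ran 30 min at ambient temperature.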
# A549 viability: kills or reduces viability of A549 cells in Nrf2 counter-screen. hit rate 0.16% among 390,000. Potency, µM (highest dose often 46 µM), for inactives: at the top dose activity change, negative = cytotoxicity, hits mostly inhibitors. A549 ARE-Fluc cells, CellTiter-Fluor viability, 18-24 h; further: potency means the concentration at half of the fitted maximal effect; on the % scale 0 is the no-effect control and ±100 the full control effect
#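 Cytotoxicity counterscreen: CellTiter-Fluor fluorescence was measured in A549 ARE_Fluc cells after 18-24 h of compound exposure in a concentration series. The subsequent BugLite luminescent read reports ARE-luciferase activity.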
# An asterisk follows results filed as active; i = inactive; ? = inconclusive; · = no result given; [ ] = another dose, or the depositor's remark. Unless noted, the call rests on the fitted dose curve; in most records, active means well fitted curve in the direction sought with a large enough effect; inconclusive means small, poorly fitted or top-dose-only effect, or another doubt; inactive means no such curve, though single readings can be large; an effect the other way counts as inactive or inconclusive.
structure,MmCpn inh,A549 viability,CCT modulator,Nrf2 block,S2 tox,TGFb SMAD3 inh,pAkt inh,HepG2 viability,Nrf2 ARE act
CC1CC1C(=O)OCC(=O)NCc1ccccc1Cl (stereo unspecified),-4%,-1%,-0.5,6%,i,6%,i,-6%,-0.8%
O=C(Cc1ccccc1)N/N=C/c1ccc2cccc(O)c2n1,2%,4%,-0.8,3%,i,?,i,-16%,3.4%
CC1CCN(C(=O)C2CCN(c3ncnc4c3nc3n4CCCCC3)CC2)CC1,-1%,-7%,-2.4,-22%,?,-18%,·,-2%,3.7%
O=C1c2ccccc2C(=O)N1CCC(c1ccc(F)cc1)c1ccco1 (stereo unspecified),0%,-2%,1.9,5%,i,7%,i,-25%,3.0%
CCCN1CCN(CCCNC(=O)Cn2c(-c3cccs3)cc3ccccc32)CC1,·,0%,·,9%,i,1%,·,-16%,4.4%
COCCCN(C(=O)Cc1ccc(Cl)c(Cl)c1)c1c(N)n(Cc2ccccc2)c(=O)[nH]c1=O,-3%,0%,-0.1,-4%,i,-1%,i,-3%,-0.8%
CCOc1ccc(Oc2c(/C=N/NC(=O)COc3ccccc3OC)c(C)nn2-c2ccccc2)cc1,0%,2%,-2.9,5%,?,-7%,i,0%,0.0%
COc1ccccc1N(C)S(=O)(=O)c1ccc(C(=O)Nc2cccc(S(=O)(=O)N3CCOCC3)c2)cc1,·,1%,-2.0,?,i,-26%,i,-3%,0.2%
O=C(COc1ccc(Br)cc1CO)Nc1ccc(S(=O)(=O)N2CCCC2)cc1,-2%,1%,-1.6,?,i,?,i,7%,0.4%
N#C/C(=C\c1ccc(OCc2ccccc2)cc1)C(=O)Nc1nc2c(s1)CCN(Cc1ccccc1)C2,-5%,2%,-0.3,3%,i,26%,i,0%,0.5%
COc1cc2ncc3c(-c4ccc(C)cc4)nn(-c4ccc(F)cc4F)c3c2cc1OC,·,-7%,·,·,i,?,·,11%,0.3%
CC(C(=O)Nc1ccccn1)N1C(=O)C2C3C=CC(C3)C2C1=O (stereo unspecified),-3%,-2%,-1.4,-7%,?,-11%,i,3%,-0.9%
Cc1ccc(-c2cc(C(=O)Nc3cccc(S(=O)(=O)N(C)C)c3)c3ccccc3n2)o1,-11%,1%,0.3,-13%,i,-21%,i,-8%,3.4%
O=C(NC1CCCc2ccccc21)c1ccc([N+](=O)[O-])cc1 (stereo unspecified),2%,13%,-1.9,-19%,i,-6%,i,-7%,0.0%
COc1ccc(NS(=O)(=O)c2ccc(N3CCOCC3)c(NC(=O)C(C)C)c2)cc1,3%,-8%,-13,?,i,18%,i,2%,0.4%
CC(=O)NC1C(=O)N=C(SCC(=O)NC(C)c2ccccc2)NC1=O (stereo unspecified),0%,8%[1.84 µM],0.1,-19%,i,11%,i,-14%,0.1%
O=C(NCc1ccccc1)NC(=O)c1ccc(Cl)cc1,·,4%,-2.3,-6%,i,5%,i,9%,-1.2%
O=C(CN1CCN(CC(=O)Nc2ccc(OCc3ccccc3)cc2)CC1)Nc1ccc(F)cc1,·,-10%,-0.6,-18%,?,?,i,10%,4.3%
CC(C)NC(=S)N1CCN(Cc2ccc3c(c2)OCO3)CC1,-1%,-3%,-2.9,-9%,i,0%,i,-27%,-0.5%
O=C(CSc1ccccc1)Nc1nnc(C2CC2)s1,2%,-1%,-3.1,-7%,i,0%,i,4%,0.3%

# (continued)
structure,MmCpn inh,A549 viability,CCT modulator,Nrf2 block,S2 tox,TGFb SMAD3 inh,pAkt inh,HepG2 viability,Nrf2 ARE act
COc1ccccc1-c1n[nH]c(=S)n1Cc1ccccc1,-5%,9%,-2.2,-4%,i,-3%,i,-9%,0.0%
CCCOc1ccc(CCc2n[nH]c(=S)n2-c2ccccc2)cc1,3%,0%,-3.0,-26%,i,-8%,i,9%,-0.4%
Cc1cc(C)c2c(N)c(-c3nnc(SCc4ccc(Cl)cc4)n3C)sc2n1,-2%,-2%,-0.5,11%,i,17%,i,17%,0.3%
Clc1cccc(-n2ncc3c(N4CCCCCC4)ncnc32)c1,·,11%,·,·,i,-1%,·,6%,1.6%
CCCCN(C)Cc1c(C)[nH]c2ccc(C)cc2c1=O,-3%,-8%,-0.1,6%,·,0%,·,-1%,0.1%
CC(C)CN(CC(C)C)C(=O)CS(=O)(=O)Cc1ccccc1,-1%,-7%,-3.4,-5%,?,9%,i,1%,0.0%
CSc1ccc(C2NC(=O)c3ccccc3N2)cc1 (stereo unspecified),·,-8%,2.1,?,i,-9%,i,2%,4.6%
COc1ccc(C2C(C(=O)N3CCOCC3)=C(C)NC3=C2C(=O)CC(C)(C)C3)cc1O (stereo unspecified),0%,4%,-3.3,·,i,-16%,·,17%,-0.1%
COC(=O)C1CCN(C(=O)Cc2ccccc2OC)CC1,0%,0%,-3.0,3%,i,-2%,i,-8%,3.0%
CN(C)S(=O)(=O)Oc1ccccc1C(=O)Nc1cccc(C(F)(F)F)c1,1%,0%,-0.4,-2%,i,12%,i,-3%,2.7%
COc1ccc(-c2oc(NC(=O)CCl)c(C#N)c2-c2ccc(OC)cc2)cc1,-4%,-6%,2.6,-15%,·,-18%,i,13µM*,?
COc1cc(NC(=S)N2CCOCC2)c(OC)cc1Cl,-1%,1%,-1.4,4%,i,-2%,i,-5%,0.2%
COc1ccc(/C=C/C(=O)OCC(=O)Nc2ccc(C)cc2)cc1S(=O)(=O)N1CCOCC1,0%,-1%,2.2,9%,i,-2%,i,-5%,0.3%
Cn1c(=O)c2c(c3ccccc31)OC(C)(C)CC2,-2%,1%,2.0,-6%,i,12%,i,11%,-0.4%
COc1ccccc1N1CCN(c2ncnc3onc(-c4ccc(F)cc4)c23)CC1,·,?,·,·,i,-2%,·,-28%,3.8%
Cc1ccc(S(=O)(=O)N2CCOCC2)cc1NC(=O)COc1ccccc1Cc1ccccc1,-6%,-7%,1.5,?,i,-7%,i,-26%,3.0%
CCn1c(NCc2ccc(OC)c(OC)c2)nc2ccccc21,·,-12%,·,?,·,-20%,·,-24%,2.7%
CCOC(=O)CSc1nnc(CNC(=O)c2ccc(S(=O)(=O)N(C)C)cc2)n1C,1%,9%,2.8,13%,?,1%,i,-3%,-1.6%
O=S1(=O)N=C2CCCCCN2C(c2ccc(Cl)cc2)N1 (stereo unspecified),4%,-3%,-3.3,3%,i,-9%,i,1%,-0.3%
CCOc1ccc(C(=O)Nc2cccc(OCc3cc(=O)n4ccccc4n3)c2)cc1,·,15%,·,·,·,-21%,·,-9%,-0.8%

# Whole records, quoted from the list. Screens in order: MmCpn inh, A549 viability, CCT modulator, Nrf2 block, S2 tox, TGFb SMAD3 inh, pAkt inh, HepG2 viability, Nrf2 ARE act
# CCn1c(NCc2ccc(OC)c(OC)c2)nc2ccccc21 as listed: ·, -12%, ·, ?, ·, -20%, ·, -24%, 2.7%
# Clc1cccc(-n2ncc3c(N4CCCCCC4)ncnc32)c1 as listed: ·, 11%, ·, ·, i, -1%, ·, 6%, 1.6%

# Further results.
structure,MmCpn inh,A549 viability,CCT modulator,Nrf2 block,S2 tox,TGFb SMAD3 inh,pAkt inh,HepG2 viability,Nrf2 ARE act
CCCNC(=O)NC1C(NC(=O)NCCC)N(C)C(=O)N1C (stereo unspecified),1%,4%,3.2,0%,i,29%,i,-16%,-0.8%
Cc1sc2nc(N3CCOCC3)[nH]c(=O)c2c1-c1ccccc1,-1%,5%,0.8,6%,i,21%,i,11%,-0.9%
Cc1sc2ncnc(N3CCC(C(=O)Oc4cccc(Cl)c4Cl)CC3)c2c1C,-7%,2%,-2.2,3%,i,4%,i,1%,-0.4%
CCc1cccc(CC)c1NC(=O)c1ccc(-n2cncn2)nc1,0%,21%,-0.2,9%,i,-1%,i,-2%,5.8%
CCCCn1c(SCc2nc3ccccc3s2)nc2ccccc2c1=O,-5%,11%,-0.9,3%,i,-7%,i,0%,-0.4%
O=C(Cn1c(=O)oc2cc(S(=O)(=O)N3CCCCCC3)ccc21)Nc1ccc(F)cc1F,·,2%,·,-4%,·,·,·,-23%,16%
CC1CCCN(C(=O)CN2C(=O)C(C)Oc3ccccc32)C1 (stereo unspecified),-1%,-6%,1.0,-4%,i,7%,i,-1%,0.1%
CC(C)OCCCNC(=O)CCCC(=O)Nc1ccc(OCCc2ccccc2)cc1,1%,0%,-0.9,0%,i,-8%,i,-23%,0.1%
CCCn1c(SCC(=O)c2c(N)n(C3CC3)c(=O)[nH]c2=O)nc2cc(S(N)(=O)=O)ccc21,0%,0%,-0.6,10%,i,3%,i,-5%,0.2%
CC(=O)Nc1ccc(S(=O)(=O)NCCSCc2c(Cl)cccc2Cl)cc1,-1%,-21%,0.0,15µM*,?,6%,i,-15%,-0.1%
CC(=O)NCCNC(=O)CCCc1nnc2n(CCC(C)C)c(=O)c3sccc3n12,·,-2%,·,27%,·,9%,·,3%,-0.8%
COc1ccc(NC(=S)N2CCC(c3nc4ccccc4[nH]3)CC2)c(OC)c1,1%,0%,-1.4,4%,i,-16%,i,0%,0.2%
Cc1cccc(NC(=O)C(=O)NCC(c2cccnc2)N2CCN(Cc3ccccc3)CC2)c1 (stereo unspecified),·,-1%,·,-8%,i,-22%,·,-11%,0.1%
COc1cc(NC(=O)c2cc(CC(C)C)on2)c(OC)cc1Cl,1%,17%,-0.8,5%,i,2%,i,-20%,4.6%
COCCNC(=O)CCCn1c(=O)c2cc(OC)c(OC)cc2n(CC(=O)Nc2ccc(C)c(F)c2)c1=O,0%,-2%,0.4,10%,?,-7%,i,4%,-0.9%
Cc1c(C(=O)NCc2ccccc2C(F)(F)F)sc(=O)n1Cc1ccc2ccccc2c1,·,·,-1.7,·,i,-1%,i,-1%,0.9%
